Bioassay records as filed in PubChem.
Kir21 inh – inhibitors of mouse Kir2.1 inward-rectifier potassium channel; HEK293-Kir2.1, FluxOR thallium flux fluorescence; stronger effect = lower value; 0.85% of 310,000 active; B-score at 10 µM;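 active means fluorescence ratio B-score at or below minus 3 SD of library scores, with starting-brightness B-score within 2 SD, cut at about -4.2 in these data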;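 further: channel flux triggered by added potassium and thallium sulfate stimulus; B-score of peak minus minimum fluorescence over baseline after thallium stimulus; more negative B-score means stronger Kir2.1 block with less thallium influx; some compounds called inactive have numbers as strong as hits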
Target sequence (P35561 whole entry, looked up): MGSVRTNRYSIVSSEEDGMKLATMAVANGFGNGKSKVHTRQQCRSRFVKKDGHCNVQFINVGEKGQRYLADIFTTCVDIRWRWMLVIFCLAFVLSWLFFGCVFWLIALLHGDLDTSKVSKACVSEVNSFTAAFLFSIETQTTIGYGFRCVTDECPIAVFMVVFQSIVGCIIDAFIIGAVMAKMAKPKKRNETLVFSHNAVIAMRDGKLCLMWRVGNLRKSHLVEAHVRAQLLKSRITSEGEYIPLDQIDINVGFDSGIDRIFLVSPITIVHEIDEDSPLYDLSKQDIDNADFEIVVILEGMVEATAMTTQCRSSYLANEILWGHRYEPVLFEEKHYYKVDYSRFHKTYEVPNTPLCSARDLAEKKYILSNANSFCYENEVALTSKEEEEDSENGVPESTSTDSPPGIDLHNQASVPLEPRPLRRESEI
STK33 kinase inh – inhibitors of human STK33 kinase; inhibition, % at 10 µM; 0.073% of 320,000 active; AID 2661; purified STK33, MBP phosphorylation, ADP-Glo luminescence;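 active means inhibition at or above 25%, using the most active replicate where run in duplicate; inactive means inhibition below 25%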
Target sequence (Q9BYT3 whole entry, looked up): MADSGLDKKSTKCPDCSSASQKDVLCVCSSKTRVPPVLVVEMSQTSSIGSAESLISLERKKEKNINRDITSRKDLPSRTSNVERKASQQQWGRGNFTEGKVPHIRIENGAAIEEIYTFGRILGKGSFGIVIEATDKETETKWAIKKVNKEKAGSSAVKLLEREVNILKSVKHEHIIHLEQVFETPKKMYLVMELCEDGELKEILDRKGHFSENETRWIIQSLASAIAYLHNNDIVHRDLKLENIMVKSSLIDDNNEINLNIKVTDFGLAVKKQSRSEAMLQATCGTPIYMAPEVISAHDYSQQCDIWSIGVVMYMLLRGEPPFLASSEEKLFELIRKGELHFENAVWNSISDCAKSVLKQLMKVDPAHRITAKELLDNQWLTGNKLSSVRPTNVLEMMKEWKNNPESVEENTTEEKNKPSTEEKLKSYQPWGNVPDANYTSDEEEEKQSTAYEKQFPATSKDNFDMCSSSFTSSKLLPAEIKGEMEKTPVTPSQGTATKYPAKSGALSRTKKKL
An asterisk follows results filed as active; . = not tested or not shown; & = joins results of further samples.

Kir21 inh,STK33 kinase inh,smiles
1.2,-0.5,COc1ccccc1CC(=O)Nc1ccc2c(C)cc(=O)oc2c1
-0.89,-0.1,CCOC(=O)CSc1nnc(NCC(=O)OC(C)C)c(=O)[nH]1
0.29,-0.3,O=C1C2C3C=CC(C3)C2C(=O)N1CNc1ccccc1 (stereo not given)
-0.67,-0.3,COc1ccc(-n2nnnc2SCC(=O)Nc2cccc(C)n2)cc1OC
.,-0.4,CCN(C(=O)CSc1nccc(=O)[nH]1)c1cccc2ccccc12
0.96,-1.2,O=C(CSC1=NCCS1)NC(NC(=O)CSC1=NCCS1)c1ccccc1
0.73,-0.7,O=C(Nc1ccccc1)O/N=C/c1ccccc1Cl
0.2,0.5,CCCc1cc(=O)n2nc(N3CCC(C(=O)NCc4ccco4)CC3)sc2n1
0.13,-1.1,O=C(NCc1ccccc1)c1cc2ccccc2oc1=O
-0.82,-1.6,Cc1ccc(NC(=O)C(C)OC(=O)Cn2[nH]c(=O)c3ccccc3c2=O)cc1 (stereo not given)
-0.2,-0.6,O=C(COc1ccc2ccccc2c1)N1CCN(C(=O)c2cccs2)CC1
-0.39,-0.2,COc1ccc(-n2c(=S)[nH]c3cc(C(=O)Nc4ccc(C)c(F)c4)ccc3c2=O)c(OC)c1
0.26,-0.6,Cc1oc(-c2cccc(Cl)c2)nc1CS(=O)(=O)CC(=O)NCc1ccco1
0.87,-0.1,CCOc1cc(/C=C\[N+](=O)[O-])ccc1OCC(=O)Nc1ccccc1C
-0.38,3.2,COc1cc2c(cc1OC)C(C(=O)Nc1cc(C)c(OC)c(C)c1)CC(=O)N2 (stereo not given)
-3.6,-1.3,CN(C)CCC1Sc2ccccc2Oc2ccccc21 (stereo not given)
-0.57,0.0,Cc1noc(C)c1CSc1nnc2ccccn12
-0.21,-4.0,O=C(c1ccc(N2CCCC2)c([N+](=O)[O-])c1)N1CCN(c2ccccn2)CC1
-1.2,-0.8,CN(Cc1ccco1)S(=O)(=O)c1nnc(NC(=O)c2ccc(F)cc2)s1
-0.88,0.3,Cc1ccc(C(C)C)c(Oc2nnnn2-c2ccccc2)c1
1.5,-0.1,Cc1ccc(NC(=O)CSc2ncccn2)cc1F
-1.3,0.8,Cc1c(C)n(-c2ccccc2)c2ncnc(NCCN(C)C)c12
1.4,-0.5,O=C(NCc1ccncc1)C(=O)NCC(c1ccco1)N1CCN(c2ccccc2F)CC1 (stereo not given)
-0.57,-0.5,C=CCNC(=S)N1CCN(CCN=CC2=C(O)CC(c3ccc(Cl)cc3)CC2=O)CC1 (stereo not given)
0.89,-0.5,COc1ccccc1N1CCN(C(=O)/C=C/c2ccc3c(c2)OCO3)CC1
-0.19,0.3,COc1ccc2[nH]cc(CCNS(=O)(=O)c3ccc(F)cc3)c2c1
-0.04,-2.3,Cc1cc(C)n(-c2nc(SCC(=O)Nc3nccs3)c3c4c(sc3n2)COC(C)(C)C4)n1
0.01,-1.6,CC(C)=NN1C(=O)c2ccccc2NC1(C)C
-1.2,0.4,C=CCNC(=S)Nc1ccccc1-c1nnc2n1CCCCC2
-0.67,-2.8,CCOc1cc2c(C)cc(=O)oc2cc1Cl
-0.65,-0.7,O=C(CCCC(=O)N(CC(=O)NC1CCCC1)Cc1ccccc1)Nc1ccccn1
-1.1,0.1,Oc1ccc2ccccc2c1C=Nc1ccccc1
-2.9,-0.6,O=S(=O)(NC1c2cccc3cccc(c23)C1N1CCNCC1)c1ccc(Cl)cc1 (stereo not given)
-0.92,-1.1,O=C(CC(c1ccco1)C1CCCCC1=O)c1ccccc1 (stereo not given)
-2.7,-0.5,CN(CC(=O)N1CCN(Cc2ccccc2)CC1)S(=O)(=O)c1ccc(Br)cc1
0.98,0.6,COC(=O)c1cccc(NC(=O)CSc2nc(O)c(-c3ccccc3)c(=O)[nH]2)c1
.,-1.3,CC(=O)c1c(C)[nH]c(C(=O)OCC(=O)N2CCCC2=O)c1C
.,0.0,CCOc1ccc(NC(=O)CN(C)C(=O)C2COc3ccccc3O2)cc1OCC (stereo not given)
-1.4,0.4,CCCCNC(=O)CC1N=C2c3ccccc3N=C(SCC(=O)Nc3ccc(OC)cc3)N2C1=O (stereo not given)
-0.39,0.4,CN(C)c1cc(Cl)c2nonc2c1N
-1.6,-1.7,CCC(=O)NC(=S)Nc1ccccc1C(=O)NC1CCCCC1
0.52,-1.2,CC(=O)N1CCC(C(=O)Nc2ccc(S(=O)(=O)N3CCCCC3)cc2)CC1
-7.5*,2.7&1.6,CN1CCN(CCCN2c3ccccc3Sc3ccc(Cl)cc32)CC1
-0.31,-0.5,Cc1ccc(S(=O)(=O)NC(=O)c2ccc(Br)o2)c(C)c1
0.59,0.1,Cc1cc(C(F)(F)F)nn1Cc1n[nH]c(=S)n1-c1cccc(Cl)c1
2.7,0.3,Cc1nnc(OC(C)C)c2nn(-c3ccccc3F)c(C)c12
-0.27,-0.1,Cc1ccc(NCc2nnc(SCC(N)=O)n2CC2CCCO2)c(C)c1 (stereo not given)
0.61,0.0,Cc1ccc(NC(=S)N2CCN(c3nccc(C(F)(F)F)n3)CC2)c(C)c1
3.5,-1.5,CCn1cc(C(=O)NCCc2ccccc2)c(=O)c2cc(S(=O)(=O)N(C)C)ccc21
-0.8,-1.0,COc1ccc(OCC(=O)NNC(=O)C(=O)Nc2ccc(C)cc2)cc1
1.6,.,CCOc1ccccc1NC(=O)N1CCC(NC(=O)C2CCCCC2)CC1
0.98,-1.1,Cc1cc(C)c2c(=O)n(CC(=O)NCCCN3CCOCC3)sc2n1
-0.05,-2.9,CC(C)CC(CO)N1CCN(C(=O)c2cccc(C(F)(F)F)c2)CCC1=O (stereo not given)
-0.2,-3.3,O=C(N/N=C/c1cc([N+](=O)[O-])ccc1O)C1C2CCCCC21 (stereo not given)
-0.58,0.2,CCOC(=O)C1(CCCc2ccccc2)CCN(C(=O)CCc2cnn(C)c2)CC1
-1.2,0.3,CCCCNS(=O)(=O)c1ccc(OC)cc1
-0.06,-0.5,CCn1c(SCC(=O)NCC(=O)Nc2ccc(F)cc2)nnc1-c1ccncc1
-2.8,-1.0,O=C1CC(c2ccccc2)CN1C(=O)c1cccc([N+](=O)[O-])c1 (stereo not given)
1.5,-0.2,CC(=O)N1CCc2c(sc(NC(=O)c3cccc(N4C(=O)CCC4=O)c3)c2C(N)=O)C1
-1.1,-0.6,COc1cc(C2NC(=O)NC(c3ccccc3)=C2C(C)=O)c(Cl)cc1OCC(=O)O (stereo not given)

(next part)
Kir21 inh,STK33 kinase inh,smiles
-2.6,-1.1,CCC[C@@H](OS(N)(=O)=O)[C@@H](Cc1ccccc1)C(=O)OCC
-0.57,-0.2,CCc1nc2ccccc2c(C(=O)OCCN2C(=O)c3ccccc3C2=O)c1C
-0.93,-0.9,CCOC(=O)NC(=O)CN1C(=O)NC2(CCc3ccccc32)C1=O (stereo not given)
.,-1.2,Cc1cc(C)cc(N(CCC#N)C(=O)CSc2ncnc3sccc23)c1
2.6,-1.2,CCOC(=O)C1(Cc2cccc(OC)c2)CCCN(C(=O)CCN2CCCO2)C1 (stereo not given)
1.3,-1.0,O=C(Nc1nccs1)c1cc2c(s1)-c1ccccc1OC2
0.57,-1.7,O=C(CCCCCN1C(=O)c2cccc3cccc(c23)C1=O)NCc1ccco1
-0.14,-1.3,Cc1nn(CCC(N)=O)c2nc(-c3cccs3)cc(C(F)(F)F)c12
2.5,0.8,CCCCCn1c(=O)c2ccccc2n2c(CCl)nnc12
-0.09,-1.8,CCOc1ccc(S(=O)(=O)N/N=C2/CCCC(=O)C2)cc1
0.35,-1.2,CS(=O)(=O)N1CCCC(C(=O)NCc2ccccc2Cl)C1 (stereo not given)
-1.6,1.8,COc1ccc(C(=O)Nc2ccc(F)cc2F)cc1
-0.15,-0.1,CC(=O)N1CCN(Cc2nc3cc(NS(C)(=O)=O)ccc3n2C)CC1
0.39,-0.8,CCN1CCN(C(=O)CCNC(=O)Cn2cnc3ccccc3c2=O)CC1
-1.6,-0.3,O=C(Nc1nnc(-c2ccccc2F)s1)c1ccccc1F
-0.63,2.0,Cc1ccc(OCC(=O)N2CCc3ccccc3C2)c([N+](=O)[O-])n1
-0.66,1.9,CC(=O)NC(CC(=O)O)c1ccccc1 (stereo not given)
0.24,-1.1,COc1cc(/C=C/C(=O)N2CCc3ccccc3C2)cc(OC)c1OC
0.35,-2.7,CCOC(=O)CSC1=C(C#N)C(c2ccc(Cl)cc2)C(C(=O)OC)C(=O)N1 (stereo not given)
0.22,0.1,O=C(OCC(=O)N1CCN(c2ccccc2)CC1)c1nc(Cl)ccc1Cl
-0.01,-0.1,NS(=O)(=O)c1ccc(CNS(=O)(=O)c2ccc3ccccc3c2)cc1
-1.5,-0.8,CCOC(=O)C1=C(C)N=C(/N=C/N(C)C)SC1c1ccccc1 (stereo not given)
.,-0.9,Cc1ccc(NC(=O)COC(=O)c2c[nH]c3ccccc23)cc1C
0.37,0.1,Cc1c(-c2ccccc2)nc(N)c(C#N)c1-c1cccs1

A different layout for some results above.
COc1cc(/C=C/C(=O)N2CCc3ccccc3C2)cc(OC)c1OC
  Kir21 inh: 0.24
  STK33 kinase inh: -1.1
CCOC(=O)CSC1=C(C#N)C(c2ccc(Cl)cc2)C(C(=O)OC)C(=O)N1 (stereo not given)
  Kir21 inh: 0.35
  STK33 kinase inh: -2.7
O=C(OCC(=O)N1CCN(c2ccccc2)CC1)c1nc(Cl)ccc1Cl
  Kir21 inh: 0.22
  STK33 kinase inh: 0.1

Following part.
Kir21 inh,STK33 kinase inh,smiles
-0.62,-1.0,Cc1ccc(N2C(=O)[C@@H]3C(c4ccc(F)cc4)=NO[C@@H]3C2=O)cc1
-0.12,0.0,COC(=O)C1CCN(C(=O)CSc2nc3ccc(OC)cc3[nH]2)CC1
.,0.6,CCOC(=O)C1=CN2CCCC[C@@H]2CC1=O
0.04,-0.3,O=C1COc2ccc(C(=O)COC(=O)c3ncc(Cl)c(Cl)c3Cl)cc2N1
-0.14,-2.0,CC1CCCCC1NC(=O)CN1CCC(NC(=O)c2ccc([N+](=O)[O-])cc2)CC1 (stereo not given)
1.1,0.7,Cc1nc(-n2nnc3cc(C)c(C)cc32)c2c3c(sc2n1)CCCC3
0.32,-2.3,CC(Oc1ccc(F)cc1)C(O)CCN(C)C (stereo not given)
-1.7,-1.7,CCSc1ccccc1C(=O)Nc1ccc([N+](=O)[O-])cc1OC
-1.1,-1.2,Cc1ccc(NC(=O)c2c(C)nn(-c3ccccc3)c2Cl)cc1
0.15,-2.3,CCSC1=NCCN1S(=O)(=O)c1ccc(Cl)cc1
0.99,-1.0,O=C(CCc1ccccc1)N1CCCC1
0.77,0.0,Cc1cc(C(=O)N2CCN(CCc3ccccc3)CC2)no1
-0.07,-0.4,COc1ccc(NC(=O)c2cc3ccccc3oc2=O)c(OC)c1
-1.3,.,CC1(C)Oc2ccc3ccc(=O)oc3c2/C(=C/NCCN/C=C2\C(=O)C(C)(C)Oc3ccc4ccc(=O)oc4c32)C1=O
0.71,5.0,CCn1nc(C(=O)Nc2nc3ccccc3[nH]2)c2ccccc2c1=O
0.35,-1.9,O=C(CN1C(=O)c2ccc([N+](=O)[O-])cc2C1=O)Nc1ccccc1N1CCCC1
.,-0.7,O=C(NC1=NCCS1)c1cccc(S(=O)(=O)N2CCOCC2)c1
0.05,5.0,CC(Cc1ccccc1)C(=O)NCc1ccccn1 (stereo not given)
0.16,-1.3,O=C(COC(=O)c1ccc(Br)o1)NCCNC(=O)COC(=O)c1ccc(Br)o1
-1,-0.9,O=[N+]([O-])c1cc([N+](=O)[O-])c(Oc2cncc(Cl)c2)cc1NN1CCCCC1
1.4,-0.9,O=C(C1CCN(S(=O)(=O)N2CCOCC2)CC1)N1CCOCC1
-0.32,-3.2,COc1ccc(C(=O)COC(=O)CN2C(=O)C3C4C=CC(C5CC45)C3C2=O)cc1 (stereo not given)
0.21,0.5,Cc1cccn2cc(-c3ccc(NC(=O)Cc4ccccc4)cc3)nc12
-0.37,-2.1,COc1ccc(CNC(=O)CSc2nnnn2C)cc1OC

Shown as labelled records: part of the list above
Cc1cccn2cc(-c3ccc(NC(=O)Cc4ccccc4)cc3)nc12
  Kir21 inh: 0.21
  STK33 kinase inh: 0.5

O=C(COC(=O)c1ccc(Br)o1)NCCNC(=O)COC(=O)c1ccc(Br)o1
  Kir21 inh: 0.16
  STK33 kinase inh: -1.3

CC1(C)Oc2ccc3ccc(=O)oc3c2/C(=C/NCCN/C=C2\C(=O)C(C)(C)Oc3ccc4ccc(=O)oc4c32)C1=O
  Kir21 inh: -1.3
  STK33 kinase inh: .

Other compounds
Kir21 inh,STK33 kinase inh,smiles
0.89,-0.1,COc1cccc(NC(=O)Cc2nnc(SCC(=O)NC3=NCCS3)n2C)c1
-0.07,2.1,CCN(CC)CCCNC(=O)c1cc2c(-c3cccc(OC)c3)nn(C)c2s1
-3.8,3.0,CN(C)c1ccc2nc3c(=O)[nH]c(=O)nc-3n(CC(O)C(O)C(O)CO)c2c1 (stereo not given)
-0.77,0.1,COc1cc(/C=C/C(=O)O)cc(OC)c1
-1.8,-1.3,O=C(NCc1cccs1)c1cc2c(s1)CCCC2
0.04,-2.1,Cc1ccc(C(=O)N/C(=C\c2ccc(C)o2)C(=O)O)cc1
-0.26,-0.7,COc1ccc(-n2nnnc2SCC(=O)Nc2ccc(OC)cc2OC)cc1
0.96,0.4,Cc1ccnc(NC(=O)c2cccc(S(=O)(=O)N3CCN(c4ccccc4)CC3)c2)c1

Kir21 inh, hit marks shown above.
Kir21 inh,STK33 kinase inh,smiles
-7.5*,2.7&1.6,CN1CCN(CCCN2c3ccccc3Sc3ccc(Cl)cc32)CC1

Compounds were not picked by outcome; overall some 0.84% were active at least once.
